High-throughput results as filed in PubChem.
KAT2A inh: GCN5L2 (KAT2A) acetyltransferase inhibition. GCN5L2 HAT assay, ThioGlo1 CoA-SH fluorescence. Q92830. 0.21% of 390,000 active. Potency, µM (highest dose often 58.9 µM), without a hit: at the highest dose activity change, negative = inhibition, usual class: inhibitors
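Free CoA generated was detected with ThioGlo1 (50uM) fluorescence at Ex340nm/Em540nm, read immediately and after 20 min at room temperature. Enzyme, 20 nM in HEPES pH 7.5 buffer, saw compounds 15 min before adding 75uM H3(1-25) peptide and 70uM acetyl-CoA.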
TDP1 cell noCPT: qHTS for Inhibitors of human tyrosyl-DNA phosphodiesterase 1 (TDP1): qHTS in cells in absence of CPT; 15% of 420,000 active; Potency, µM (series often up to 46.2 µM), for inactives: top-dose activity change, negative = growth inhibition, actives largely listed as inhibitors; DT40 Tdp1-/- hTDP1 cells, no CPT, ATP luminescence, 48 h; also: nearly all actives have a fitted effect of over 55% in size
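Growth of hTDP1-complemented DT40 Tdp1-knockout cells is measured by ATP luminescence after at least 48 hr compound exposure at 37 °C, with DMSO substituting for the 20 nM CPT used in the parallel screen.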
TDP1 inh: inhibitors of human tyrosyl-DNA phosphodiesterase TDP1 | Q9NUW8 | recombinant TDP1, AlphaScreen DNA substrate cleavage | Potency, µM (highest dose often 130 µM), for the others: at the highest dose activity change, negative = inhibition, actives largely listed as inhibitors | 0.28% of 350,000 active; also: nearly all actives have a fitted effect of over 40% in size
Target sequence (Q9NUW8 whole entry, looked up): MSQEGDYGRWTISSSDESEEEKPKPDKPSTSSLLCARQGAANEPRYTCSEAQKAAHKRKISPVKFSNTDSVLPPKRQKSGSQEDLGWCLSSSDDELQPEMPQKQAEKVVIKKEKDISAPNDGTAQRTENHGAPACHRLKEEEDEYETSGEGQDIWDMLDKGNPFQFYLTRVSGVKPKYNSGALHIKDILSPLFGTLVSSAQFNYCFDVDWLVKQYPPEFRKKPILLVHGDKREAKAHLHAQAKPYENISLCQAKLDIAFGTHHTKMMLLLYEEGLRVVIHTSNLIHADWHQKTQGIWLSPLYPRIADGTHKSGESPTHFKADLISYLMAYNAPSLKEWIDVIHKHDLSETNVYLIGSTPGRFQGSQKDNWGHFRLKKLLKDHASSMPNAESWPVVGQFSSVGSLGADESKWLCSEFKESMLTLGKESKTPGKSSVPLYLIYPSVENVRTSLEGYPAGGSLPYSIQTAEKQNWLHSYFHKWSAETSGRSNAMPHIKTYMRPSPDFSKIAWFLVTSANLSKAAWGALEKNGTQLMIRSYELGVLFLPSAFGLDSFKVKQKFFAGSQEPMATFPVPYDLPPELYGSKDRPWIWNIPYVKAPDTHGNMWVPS
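Here, a 5' biotin and 3' phosphotyrosine-FITC DNA oligonucleotide reports Tdp1 activity: intact substrate bridges AlphaScreen beads, while cleavage leaves a 3' phosphate and drops signal. All incubations at room temperature.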
Active calls of the source: *; ? = inconclusive; . = no result given; & = joins results of further samples; ! = not confirmed by another sample; [ ] = another dose, or the depositor's remark. Calls follow the shape of the dose curve; as a rule, active = well fitted curve in the direction sought with a large enough effect; inconclusive = small, poorly fitted or top-dose-only effect, or another doubt; inactive = no such curve, though single readings can be large; an effect the other way counts as inactive or inconclusive. % is scaled to controls: 0 for no effect and ±100 for the full control effect; potency is read from the fitted curve at half-maximal effect.

no.	Molecule	KAT2A inh	TDP1 cell noCPT	TDP1 inh
1	COc1ccc(N=C2C(=O)N3CCCc4cccc2c43)cc1	-2%	?	6%
2	Cc1cc(NC(=O)Cc2ccc(Br)cc2)no1	-2%	6%	.
3	O=C(Cc1cccc2ccccc12)Nc1ccccc1Br	-1%	-26%	.
4	Cc1ccc(C)c2[nH]c(=O)c(CCNC(=O)CC(C)(C)C)cc12	-3%	-24%	-5%
5	CC(C)NC(=O)C1CCCN(S(=O)(=O)c2cccc3nonc23)C1 (centres undefined)	-4%	-2%	3%
6	COc1cc(OC)cc(C(=O)NNC(=O)CCc2ccccc2)c1	2%	0%	11%
7	Cc1ccc2nc(Cl)c(C3CC(c4ccco4)=NN3C(=O)CCCC(=O)O)cc2c1 (centres undefined)	2%	-20%	.
8	COc1cccc(Cn2cnc3c(NS(=O)(=O)c4ccc(Cl)cc4Cl)c(C)c(C)cc32)c1	-9%	?	7%
9	OCCC1CN(Cc2ccccn2)CCN1C1CCCC1 (centres undefined)	-3%	-18%	.
10	CCOc1ccccc1N1CC(C(=O)Nc2nccs2)CC1=O (centres undefined)	-8%	-8%	3%
11	N#Cc1nc(-c2ccccc2F)oc1N1CCCCC1	-5%	-8%	.
12	CCOc1ccc(N2C(=O)c3ccccc3C2O)cc1 (centres undefined)	-3%	?	2%
13	CS(=O)(=O)N1CCN(c2ccc(NC(=O)c3ccccc3)cc2)CC1	0%	-22%	5%
14	O=C(CSc1nc(C2CCCCC2)nc2ccccc12)NCc1ccco1	1%	21µM*	.
15	CCOC(=O)c1cccc(NS(=O)(=O)c2cc3c(cc2C)NC(=O)CO3)c1	-4%	18µM*	6%
16	COc1cc(-c2nc(-c3ccc4c(c3)-c3ccccc3S4(=O)=O)c(-c3ccccc3)[nH]2)cc(OC)c1O	-4%	16µM*	8%
17	CC(=O)Nc1ccc(/C(C)=N/NS(=O)(=O)c2ccccc2)cc1	-3%	14%	-3%
18	CN(c1nc2ccccc2n2c(C3CC3)nnc12)S(=O)(=O)c1ccccc1	1%	?	.
19	CC(NC(=O)c1ccc(C(C)(C)C)cc1)C(=O)O (centres undefined)	?	-10%	4%
20	COc1ccc(-c2nc(=S)c3c(n2Cc2cccnc2)CC(C)(C)OC3)cc1	-2%	-6%	.

Three of the compounds above, with each value named:
19	CC(NC(=O)c1ccc(C(C)(C)C)cc1)C(=O)O (centres undefined)
  KAT2A inh = ?; TDP1 cell noCPT = -10%; TDP1 inh = 4%
17	CC(=O)Nc1ccc(/C(C)=N/NS(=O)(=O)c2ccccc2)cc1
  KAT2A inh = -3%; TDP1 cell noCPT = 14%; TDP1 inh = -3%
15	CCOC(=O)c1cccc(NS(=O)(=O)c2cc3c(cc2C)NC(=O)CO3)c1
  KAT2A inh = -4%; TDP1 cell noCPT = 18µM*; TDP1 inh = 6%

(next part)
no.	Molecule	KAT2A inh	TDP1 cell noCPT	TDP1 inh
21	Cc1ccnc(NC(=S)N2CCN(c3cccc(C(F)(F)F)c3)CC2)c1	-9%	?	-1%
22	C=CCN(c1ccccc1OC)S(=O)(=O)c1cccc(C(=O)NC2=NCCS2)c1	6%	23µM*	-3%
23	CC(C)Cc1nc(N2CCN(C(=O)Cc3ccccc3)CC2)c(C#N)c2c1COC(C)(C)C2	-9%	.	3%
24	Cc1cc(=O)oc2cc(NS(=O)(=O)c3ccc(F)cc3)ccc12	?	?	-3%
25	O=C(CCCN1C(=O)/C(=C/c2ccccc2Cl)SC1=S)NNC(=O)c1ccccc1Cl	-16%	21µM*	5%
26	O=C(NC1CCC(=O)N(CCOc2ccccc2)CC1)OCc1ccccc1 (centres undefined)	1%	11µM*!	.
27	COc1cccc(Nc2nc3ccccc3n3cnnc23)c1	-3%	?	4%
28	CCOc1ccc2c(c1)-c1c(ssc1=S)C(C)(C)N2	-6%	18µM*	15%
29	Oc1ccccc1N1CCN(c2ncnc3scc(-c4ccccc4)c23)CC1	-13%	23µM*	8%
30	O=C(c1ccccc1F)N1CCC(N2CCCCCC2)CC1	1%	2%	-2%
31	CCCn1cc(S(=O)(=O)CC(=O)Nc2ccc(OCC)cc2)c2ccccc21	-4%	?	-1%
32	O=C(CCS(=O)(=O)c1ccccc1)N(Cc1cccnc1)c1nc2ccc(Cl)cc2s1	-5%	13µM*	5%
33	CCOC(=O)C(C)Sc1nnc(NC(=O)c2cccc([N+](=O)[O-])c2C)s1 (centres undefined)	-23%	?	-3%
34	Cc1csc(SCC(=O)NC(=O)NC(C)C)n1	6%	0%	2%
35	Cn1nnnc1SCC(=O)NC(=O)Cc1ccccc1	1%	6.5µM*	2%
36	CN(Cc1cnn(C)c1)C(=O)C1CCCCC1C(=O)O (centres undefined)	-2%	0%	-2%
37	COc1ccc(CCOC2OC(CO)C(OC(=O)/C=C/c3ccc(O)c(OC)c3)C(O[C@H]3O[C@@H](C)[C@H](O)[C@@H](O)[C@H]3O)C2O)cc1O (some centres undefined)	-5%	-13%	0%
38	Clc1ccc(-c2csc(N3CCC(c4ccccc4)C3)n2)cc1 (centres undefined)	-9%	-17%	4%
39	CCNc1nc(NCC)n2c(SCC(=O)N3CC4(C)CC3CC(C)(C)C4)nnc2n1 (centres undefined)	27%	?	0%
40	CC(C)NC(=S)N/N=C/c1c[nH]c2ccccc12	-7%	3.7µM*	6%
41	CCn1c(SCC(=O)N2CCCc3ccccc32)nc2ccccc2c1=O	-5%	15µM*	2%
42	N#CC1(NC(=O)COC(=O)Cn2[nH]c(=O)c3ccccc3c2=O)CCCCC1	-5%	1%	.
43	OCCNCCOc1ccc(Cl)c(Cl)c1	-3%	?	-3%
44	C=CCn1c(=S)[nH]c2cc(C(=O)NCCc3ccc(S(N)(=O)=O)cc3)ccc2c1=O	1%	23%	0%
45	FC(F)Oc1ccc(/C=N/n2c(Cc3ccc(Br)cc3)n[nH]c2=S)cc1	?	?	13%
46	CC(=O)N1CCN(c2nc3cc4c(cc3nc2NS(=O)(=O)c2ccccc2)OCCO4)CC1	0%	-18%	?
47	O=c1cc(/C=C/c2cccs2)[nH]c2ccccc12	0%	2.1µM*	2%
48	Cc1ccc(N2CC(NS(=O)(=O)c3cc(F)ccc3F)CC2=O)cc1C (centres undefined)	-22%	2%	.
49	CCOC(=O)N1CCC(NC(=O)CN(C)S(=O)(=O)c2cc3c(cc2Cl)NC(=O)CO3)CC1	-4%	-12%	-2%
50	COc1cc(C=O)ccc1OCC(=O)NC(C)(C)C	-1%	?	-11%
51	Cc1ccc(Cc2cnc(NC(=O)/C(C#N)=C/c3ccc(-c4ccc([N+](=O)[O-])cc4)o3)s2)cc1	0%	?	7%
52	O=C1Nc2ccccc2C(O)(C(=O)N2CCCCC2)N1c1ccccc1 (centres undefined)	0%	?	-1%
53	CC1=C(C(=O)Nc2ccccc2C(=O)N2CCC(C)CC2)SCCO1	0%	-15%	4%
54	Cc1cc(OCn2ccc(C(=O)O)n2)ccc1Cl	-19%	-1%	4%
55	Cc1cccc(NC(=O)c2nc[nH]c2C(=O)N[C@@H](CC(C)C)C(=O)OC(C)(C)C)c1	-17%	?	11%
56	CC(C)OC(=O)CC1C(=O)NCCN1C(=S)NC(=O)c1cccs1 (centres undefined)	-6%	8%	-6%
57	COc1cccc2[nH]c(C(=O)NCCc3ccccc3)cc12	-3%	-2%	.
58	Cc1ccc(C(=O)C(C)OC(=O)CN2C(=O)NC3(CCCC3)C2=O)cc1C (centres undefined)	-1%	-6%	5%
59	CC(OC(=O)c1ccco1)C(=O)Nc1nc(-c2ccccc2)cs1 (centres undefined)	-15%	16µM*	-1%
60	CCSC1=C(C#N)C2(CCCCC2)C(C#N)C(=O)N1 (centres undefined)	-1%	3%	0%
61	O=C(Cc1ccc(Cl)cc1)Nc1cccc(C(=O)Nc2ccccc2C(=O)O)c1	6%	1%	.
62	Fc1ccc(CN(Cc2ccccc2)C(c2cccs2)c2nnnn2C2CCCCC2)cc1 (centres undefined)	-5%	16µM*	2%
63	CCSc1ncc(Cl)c(C(=O)Nc2nc3ccc(Cl)cc3s2)n1	0%	-24%	1%
64	Cc1cccc(C)c1-n1c(C)cc(/C=N/NC(N)=S)c1C	-1%	8.2µM*	9%
65	O=C(NCC1CCCO1)/C(=C\c1ccccc1F)NC(=O)c1ccccc1 (centres undefined)	0%	4%	10%[0.0935 µM]
66	CN(Cc1ccc(F)cc1)S(=O)(=O)c1nnc(NC(=O)c2ccccc2)s1	-1%&-8%	?	1%&6%
67	Cc1cc(C)n(-c2nc3c(c(=O)[nH]c(=O)n3C)n2C(C)C)n1	2%	2%	4%
68	CN(CC(=O)Nc1sccc1C#N)C1CCCCC1	-17%	-17%	-1%
69	CCN1C(=O)[C@H]2[C@@H](c3ccc(Cl)cc3)N3C(=O)CN(CCOC)C(=O)[C@@]3(C)[C@H]2C1=O	-18%	5%	.
70	O=C(O)/C=C/C(=O)N1CCN(Cc2ccc3c(c2)OCO3)CC1	-6%	-3%	.

(further entries)
no.	Molecule	KAT2A inh	TDP1 cell noCPT	TDP1 inh
71	Cc1ccc(CNC(=O)CCCCCn2c(=O)c3sccc3n(CC(=O)C(C)(C)C)c2=O)cc1	-1%	?	0%
72	COc1ccccc1C(=O)Oc1c(Sc2ccccc2)c(C)nn1C(C)(C)C	-15%	15µM*	-6%
73	Cc1cccc(C(=O)N(c2ccccn2)C(C)c2ccco2)c1 (centres undefined)	0%	?	2%
74	CC(C)CNC(=O)C(=O)NN=C1CCCCCC1	1%	-1%	0%
75	Cc1cc(C)c(NC(=O)C(C)n2c(=O)c(C(F)(F)F)nc3ccccc32)c(C)c1 (centres undefined)	-2%	?	-5%
76	COc1cc(NC(=O)C/C(C)=N/NC(=O)C(=O)NC2CCCCC2)c(OC)cc1Cl	-4%	0%	6%
77	Cc1cccc(NC(=O)CNC(=O)CCc2nc3sc4c(c3c(=O)[nH]2)CCCC4)c1C	?	?	?
78	COC1=CC2(O)CCCC2=CC1=O (centres undefined)	2%	-8%	.
79	CN(CC1CCCN(CCc2ccc(Cl)cc2)C1)C(=O)c1ccc2nc[nH]c2c1 (centres undefined)	-5%	-23%	2%
80	O=S(=O)(c1ccccc1)N1CCc2ccccc2C1	-1%	-4%	.

Next part (4 carried over from the part before).
no.	Molecule	KAT2A inh	TDP1 cell noCPT	TDP1 inh
77	Cc1cccc(NC(=O)CNC(=O)CCc2nc3sc4c(c3c(=O)[nH]2)CCCC4)c1C	?	?	?
78	COC1=CC2(O)CCCC2=CC1=O (centres undefined)	2%	-8%	.
79	CN(CC1CCCN(CCc2ccc(Cl)cc2)C1)C(=O)c1ccc2nc[nH]c2c1 (centres undefined)	-5%	-23%	2%
80	O=S(=O)(c1ccccc1)N1CCc2ccccc2C1	-1%	-4%	.
81	CCOC(=O)N1CCN(C(=O)c2cc3c(=O)n(C)c4ccccc4c3n2C)CC1	-3%	16µM*	3%
82	Cc1ccc(-n2nc3cc(C)c(N)cc3n2)cc1	-4%	5%	-1%
83	CC1=C(C(=O)OCc2ccccc2)C(c2ccc(Cl)cc2)NC(=O)N1CCCC(=O)O (centres undefined)	-5%	?	.
84	Cc1cc(C)c(O)c(-c2cc(C(=O)NCCc3ccc(S(N)(=O)=O)cc3)[nH]n2)c1	1%	9.2µM*	6%
85	CC(=O)SC(C)CC(=O)NCc1ccccc1 (centres undefined)	-1%	-3%	3%
86	Cc1nn(C(=O)c2nn(C)cc2Cl)c(C)c1Br	3%	?	-9%
87	COc1cc(OC)cc(C(=O)Nc2cccc(NC(C)=O)c2)c1	3%	-1%	10%
88	O=C(CCn1nc(-c2ccccc2)c2ccccc2c1=O)Nc1ccccc1	1%	?	2%
89	CCOc1ccc(NC(=O)Cn2c(=O)n(CCc3ccccc3)c(=O)c3c4c(sc32)CCCC4)cc1	-2%	-29%	2%
90	O=C1CCCC(=O)C1C1c2ccccc2CCN1C(=O)CCl (centres undefined)	0%	3%	4%
91	CCCCN(C(=O)CSc1nnc(Nc2ccc(C)c(C)c2)s1)c1c(N)n(Cc2ccccc2)c(=O)[nH]c1=O	-4%	?	2%
92	Cc1cccc(NS(=O)(=O)c2ccc3c(c2)[C@H]2C=CC[C@H]2[C@@H](c2ccc(F)cc2)N3)c1	-11%	10µM*	.

This is a subset, so the mix of outcomes need not match the whole.
